RGS4-Gao reg – modulators of RGS4 binding to Galphao, primary screen, biochemical, multiplexed bead flow cytometry; Guanine nucleotide-binding protein G(o) subunit alpha (Homo sapiens), P09471; actives lie on both sides; binding response (% of control), % at 10 µM; actives 0.33% (n = 220,000); in the data active = binding response below about 49% or above about 150%; inactive = in between;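 also: fluorescent Galphao activated with aluminum fluoride binding bead-coupled RGS4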
Target sequence (P09471 whole entry, looked up): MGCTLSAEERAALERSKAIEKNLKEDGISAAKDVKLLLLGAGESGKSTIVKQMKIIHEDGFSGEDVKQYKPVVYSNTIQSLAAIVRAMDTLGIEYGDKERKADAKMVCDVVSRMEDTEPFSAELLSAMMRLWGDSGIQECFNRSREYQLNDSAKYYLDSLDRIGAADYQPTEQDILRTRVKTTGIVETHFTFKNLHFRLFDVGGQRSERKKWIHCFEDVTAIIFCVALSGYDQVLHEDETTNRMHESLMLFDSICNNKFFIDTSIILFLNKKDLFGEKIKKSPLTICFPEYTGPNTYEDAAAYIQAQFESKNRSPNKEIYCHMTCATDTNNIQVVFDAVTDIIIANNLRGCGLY
Bim-Bcl-2 – inhibitors of Bim-Bcl-2 binding, primary screen, biochemical, multiplexed, human Bcl-2 family | actives 0.06% (n = 190,000) | Bead-based flow cytometry, Bim peptide-Bcl-2 binding | inhibition, % at 10 µM | AID 950, 2007; in the data active = inhibition above about 40%; inconclusive = no clear call, values can overlap the other calls;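 also: 0% = no compound wells with probe peptide and 100% = reference peptide inhibitor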
RGS7-Gao – RGS7-Galphao binding modulators, primary screen, biochemical, multiplexed bead flow cytometry; actives lie on both sides; binding response (% of control), % at 10 µM; actives 0.35% (n = 220,000); AID 1439, 2008; in the data active = binding response below about 49% or above about 150%; inconclusive = no clear call, values can overlap the other calls; inactive = in between;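 also: fluorescent Galphao held in activated GDP-AlF4 state binding bead-coupled RGS7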
ABCB1 block – ABCB1 efflux pump inhibitors, primary screen, cell-based, multiplex, flow cytometry, ABCG2 counter-screen; ATP-dependent translocase ABCB1 (Homo sapiens), P08183; CCRF-Adr cells, JC-1 efflux; inhibition, % at 6.6 µM; actives 0.067% (n = 190,000); in the data active = inhibition above about 40%;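 also: 0% = vehicle and 100% = reference inhibitor; higher value means more JC-1 retained so stronger ABCB1 efflux block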
Bim-Bcl-XL – inhibitors of Bim-Bcl-XL binding, primary screen, biochemical, multiplexed, bead flow cytometry, human Bcl-XL; Bcl-2-like protein 1 (Homo sapiens), Q07817; Bim peptide-Bcl-XL binding, fluorescence; inhibition, % at 10 µM; actives 0.04% (n = 190,000)
RGS8-Gao reg – RGS8-Galphao binding modulators, primary screen, biochemical, multiplexed bead flow cytometry | response (percent of control binding), % at 10 µM | actives 0.34% (n = 220,000) | Guanine nucleotide-binding protein G(o) subunit alpha (Homo sapiens), P09471 | actives lie on both sides; in the data active = response below about 60% or above about 140%; inactive = in between;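 also: Galphao activated as the GDP aluminium fluoride complex binding bead-coupled RGS8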
ABCG2 block – ABCG2 efflux pump inhibitors, primary screen, multiplex with ABCB1, IgMXP3 cells, flow cytometry | Broad substrate specificity ATP-binding cassette transporter ABCG2 (Homo sapiens), Q9UNQ0 | inhibition, % at 6.6 µM | actives 0.1% (n = 190,000) | JC-1 efflux;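 active = inhibition above 80%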;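 also: 0% = DMSO and 100% = nicardipine control wells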
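Assay system – ABCG2 IgMXP3 and barcoded ABCB1 CCRF-Adr cell mix · Input – 3 million cells/mL in well · Reagent – JC-1 fluorescent substrate · Compound – single test compound dose, 6.6 µM final · Timing – 10 min exposure at 25 °C with rotation, no wash · Detection – flow cytometry of retained JC-1 fluorescence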
Bfl-1 Bim block – inhibitors of Bim binding to Bfl-1, primary screen, biochemical, multiplexed, bead-based flow cytometry; Bcl-2-related protein A1 (Homo sapiens), Q16548; Bim-Bfl-1 binding inhibition; inhibition, % at 10 µM; actives 0.12% (n = 190,000);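 also: 0% = wells without compound plus tracer and 100% = blocker peptide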
Bcl-B Bim block – inhibitors of Bim-Bcl-B binding, primary screen, biochemical, multiplexed, human Bcl-2 family. bead-based flow cytometry, Bim peptide-Bcl-B binding. inhibition, % at 10 µM. actives 0.073% (n = 190,000);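 also: 0% = tracer peptide without compound and 100% = reference inhibitor peptide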
Target sequence (Q9HD36 whole entry, looked up): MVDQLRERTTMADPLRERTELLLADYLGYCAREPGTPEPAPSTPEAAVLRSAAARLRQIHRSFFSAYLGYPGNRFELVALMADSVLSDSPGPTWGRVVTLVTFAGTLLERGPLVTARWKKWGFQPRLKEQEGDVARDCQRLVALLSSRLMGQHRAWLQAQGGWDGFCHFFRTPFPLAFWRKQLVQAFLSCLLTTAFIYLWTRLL
Mcl-1 Bim block – inhibitors of Bim peptide binding to Mcl-1, primary screen, biochemical, bead-based flow cytometry, multiplex; actives 0.1% (n = 190,000); inhibition, % at 10 µM; AID 1009, 2008; Bim peptide-Mcl-1 binding;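 also: 0% = no compound tracer wells and 100% = peptide blocker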
Target sequence (Q07820 whole entry, looked up): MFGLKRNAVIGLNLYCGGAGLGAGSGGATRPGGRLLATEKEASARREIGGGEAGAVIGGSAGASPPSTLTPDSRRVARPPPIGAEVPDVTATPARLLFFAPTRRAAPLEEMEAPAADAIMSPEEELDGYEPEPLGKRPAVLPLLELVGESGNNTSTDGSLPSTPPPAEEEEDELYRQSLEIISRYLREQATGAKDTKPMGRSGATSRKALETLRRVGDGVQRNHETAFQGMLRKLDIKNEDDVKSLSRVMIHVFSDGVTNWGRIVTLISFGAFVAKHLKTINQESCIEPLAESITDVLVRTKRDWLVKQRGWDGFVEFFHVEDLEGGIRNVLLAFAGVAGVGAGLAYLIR
Bim-Bcl-W – inhibitors of Bim binding to Bcl-W, primary screen, biochemical, multiplexed, bead-based flow cytometry; Bcl-2-like protein 2 (Homo sapiens), Q92843; Bim peptide-Bcl-W binding; inhibition, % at 10 µM; actives 0.02% (n = 190,000); AID 952, 2007;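 also: 0% = bound tracer without compound and 100% = peptide blocker; higher means less fluorescent Bim peptide bound to Bcl-W beads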
The depositor's hits bear a star. Rule as the data show it, unless noted: active = inhibition above about 40%.

Cc1cc(Cl)c(OCCCn2ccnc2)c(Br)c1 was read as RGS4-Gao reg 105, Bim-Bcl-2 -3, RGS7-Gao 104, ABCB1 block 0.7, Bim-Bcl-XL -5, RGS8-Gao reg 102, ABCG2 block 2, Bfl-1 Bim block -3, Bcl-B Bim block 1, Mcl-1 Bim block -1 and Bim-Bcl-W -2.
Cc1ccc2nc(-c3sc4nc(C)ccc4c3N)[nH]c2c1 was read as RGS4-Gao reg 97, Bim-Bcl-2 8, RGS7-Gao 98, ABCB1 block -0.5, Bim-Bcl-XL -5, RGS8-Gao reg 102, ABCG2 block -1, Bfl-1 Bim block -1, Bcl-B Bim block -11, Mcl-1 Bim block -3 and Bim-Bcl-W -5.
`CCn1nc(C(=O)OCC(=O)Nc2ncc(Cl)c(C)c2Cl)c2ccccc2c1=O` gave RGS4-Gao reg 101, Bim-Bcl-2 -2, RGS7-Gao 101, ABCB1 block -0.8, Bim-Bcl-XL -5, RGS8-Gao reg 103, ABCG2 block -6, Bfl-1 Bim block -4, Bcl-B Bim block -6, Mcl-1 Bim block -2 and Bim-Bcl-W -6.
`CCOC(=O)Cn1cnc2c(nnn2-c2ccc(C)cc2)c1=O` gave RGS4-Gao reg 95, Bim-Bcl-2 0, RGS7-Gao 100, ABCB1 block 0.1, Bim-Bcl-XL 1, RGS8-Gao reg 90, ABCG2 block 3, Bfl-1 Bim block -1, Bcl-B Bim block -5, Mcl-1 Bim block -1 and Bim-Bcl-W -3.
FC(F)(F)c1cc(-c2ccccc2)nc2ncnn12 was read as RGS4-Gao reg 102, Bim-Bcl-2 0, RGS7-Gao 101, ABCB1 block 0.1, Bim-Bcl-XL 0, RGS8-Gao reg 104, ABCG2 block 3, Bfl-1 Bim block -1, Bcl-B Bim block -1, Mcl-1 Bim block -2 and Bim-Bcl-W -4.
Screening COc1ccc(N2CCN(Cc3nc4sc(C)c(C)c4c(=O)[nH]3)CC2)cc1 returned RGS4-Gao reg 98, Bim-Bcl-2 1, RGS7-Gao inconclusive, ABCB1 block 0.1, Bim-Bcl-XL 0, RGS8-Gao reg 99, ABCG2 block 0, Bfl-1 Bim block -3, Bcl-B Bim block -3, Mcl-1 Bim block 2 and Bim-Bcl-W 0.
`Cc1cc(F)ccc1NC(=O)c1cnccn1` gave RGS4-Gao reg 98, Bim-Bcl-2 5, RGS7-Gao 101, ABCB1 block 0.5, Bim-Bcl-XL 0, RGS8-Gao reg 99, ABCG2 block 3, Bfl-1 Bim block 5, Bcl-B Bim block 2, Mcl-1 Bim block 0 and Bim-Bcl-W 0.
Screening O=C(CCC1COc2ccccc2O1)NCc1ccccc1 (stereo not drawn) returned RGS4-Gao reg 99, Bim-Bcl-2 -11, RGS7-Gao 99, ABCB1 block 0.4, Bim-Bcl-XL -8, RGS8-Gao reg 101, ABCG2 block 17, Bfl-1 Bim block -9, Bcl-B Bim block -9, Mcl-1 Bim block -3 and Bim-Bcl-W -4.
`O=C(NCCC1=CCCCC1)C1CCN(S(=O)(=O)c2ccc(-n3cnnn3)cc2)CC1` gave RGS4-Gao reg 99, Bim-Bcl-2 -1, RGS7-Gao 98, ABCB1 block 0.3, Bim-Bcl-XL 0, RGS8-Gao reg 101, ABCG2 block 2, Bfl-1 Bim block 0, Bcl-B Bim block 0, Mcl-1 Bim block 0 and Bim-Bcl-W -3.
For CC(=O)N/C(=C\c1ccccc1)C(=O)OCC(=O)N1CCCCCC1 the results were RGS4-Gao reg 94, Bim-Bcl-2 -3, RGS7-Gao 91, ABCB1 block 0.6, Bim-Bcl-XL -7, RGS8-Gao reg 86, ABCG2 block 6, Bfl-1 Bim block -4, Bcl-B Bim block -7, Mcl-1 Bim block -2 and Bim-Bcl-W -7.
For O=C(CN1CCOCC1)Nc1ccccc1Sc1ccccc1 the results were RGS4-Gao reg 104, Bim-Bcl-2 -4, RGS7-Gao 104, ABCB1 block 0.9, Bim-Bcl-XL -9, RGS8-Gao reg 105, ABCG2 block 7, Bfl-1 Bim block -4, Bcl-B Bim block -6, Mcl-1 Bim block -4 and Bim-Bcl-W -6.
For Cc1ccc(S(=O)(=O)NCCc2nnc3ccc(SCC(=O)Nc4nc(C)cs4)nn23)cc1 the results were RGS4-Gao reg 102, Bim-Bcl-2 0, RGS7-Gao 99, ABCB1 block 2.5, Bim-Bcl-XL -5, RGS8-Gao reg 101, ABCG2 block 4, Bfl-1 Bim block 0, Bcl-B Bim block -5, Mcl-1 Bim block -4 and Bim-Bcl-W -2.
CCOC(=O)c1cc(NC(=O)OC)c(C)nc1C was read as RGS4-Gao reg 99, Bim-Bcl-2 -7, RGS7-Gao 99, ABCB1 block 0.0, Bim-Bcl-XL -8, RGS8-Gao reg 100, ABCG2 block 0, Bfl-1 Bim block -8, Bcl-B Bim block -9, Mcl-1 Bim block -5 and Bim-Bcl-W 3.
For Cc1onc(-c2ccccc2Cl)c1C(=O)OCC(=O)Nc1cccc(S(=O)(=O)N(C)C)c1 the results were RGS4-Gao reg 102, Bim-Bcl-2 -5, RGS7-Gao inconclusive, ABCB1 block 1.2, Bim-Bcl-XL -5, RGS8-Gao reg 101, ABCG2 block 5, Bfl-1 Bim block -8, Bcl-B Bim block -6, Mcl-1 Bim block 0 and Bim-Bcl-W -4.
`CC(C)CNC(=O)C(=O)Nc1ccc(N(C)C)cc1` gave RGS4-Gao reg 100, Bim-Bcl-2 1, RGS7-Gao 99, ABCB1 block 0.4, Bim-Bcl-XL -1, RGS8-Gao reg 102, ABCG2 block 6, Bfl-1 Bim block 0, Bcl-B Bim block -5, Mcl-1 Bim block -3 and Bim-Bcl-W 0.
COc1ccc(C/C(N)=N/OC(=O)c2cccs2)cc1 was read as RGS4-Gao reg 104, Bim-Bcl-2 -7, RGS7-Gao 103, ABCB1 block 0.6, Bim-Bcl-XL -2, RGS8-Gao reg 99, ABCG2 block 2, Bfl-1 Bim block -8, Bcl-B Bim block -10, Mcl-1 Bim block -2 and Bim-Bcl-W -6.
Screening O=C(NC1CCCC1)C1CCCN1C(=O)Nc1ccccc1Cl (stereo not drawn) returned RGS4-Gao reg 96, Bim-Bcl-2 -7, RGS7-Gao 100, ABCB1 block 0.0, Bim-Bcl-XL -1, RGS8-Gao reg 100, ABCG2 block 0, Bfl-1 Bim block -12, Bcl-B Bim block -6, Mcl-1 Bim block 0 and Bim-Bcl-W 0.
For Cc1noc(C)c1C(=O)OCC(=O)Nc1cc(Cl)ccc1Oc1ccccc1 the results were RGS4-Gao reg 86, Bim-Bcl-2 2, RGS7-Gao 85, ABCB1 block 1.2, Bim-Bcl-XL -13, RGS8-Gao reg 91, ABCG2 block 6, Bfl-1 Bim block 0, Bcl-B Bim block -4, Mcl-1 Bim block -3 and Bim-Bcl-W -6.
`CC(C)(C)c1cc(NC(=O)c2ccco2)n(-c2ccccc2)n1` gave RGS4-Gao reg 99, Bim-Bcl-2 -2, RGS7-Gao 97, ABCB1 block -0.5, Bim-Bcl-XL -1, RGS8-Gao reg 100, ABCG2 block 15, Bfl-1 Bim block -6, Bcl-B Bim block -4, Mcl-1 Bim block 1 and Bim-Bcl-W -2.
For CCCCN(CC)Cc1ccc(CNC(=O)Nc2ccc(F)cc2)o1 the results were RGS4-Gao reg 77, Bim-Bcl-2 1, RGS7-Gao 79, ABCB1 block 0.0, Bim-Bcl-XL 0, RGS8-Gao reg 92, ABCG2 block 1, Bfl-1 Bim block 0, Bcl-B Bim block 2, Mcl-1 Bim block 0 and Bim-Bcl-W -1.
`Cc1ccc(O)c(NC(=O)C2CC(c3c(F)cccc3Cl)=NO2)c1` (stereo not drawn) gave RGS4-Gao reg 98, Bim-Bcl-2 1, RGS7-Gao 98, ABCB1 block 0.0, Bim-Bcl-XL 0, RGS8-Gao reg 98, ABCG2 block 0, Bfl-1 Bim block 0, Bcl-B Bim block 4, Mcl-1 Bim block 0 and Bim-Bcl-W 3.
COc1ccc(-c2cn(/N=C/c3ccc(Cl)cc3Cl)c(N)n2)cc1 was read as RGS4-Gao reg 97, Bim-Bcl-2 -1, RGS7-Gao 99, ABCB1 block -0.4, Bim-Bcl-XL -1, RGS8-Gao reg 99, ABCG2 block -1, Bfl-1 Bim block -10, Bcl-B Bim block -1, Mcl-1 Bim block 1 and Bim-Bcl-W 1.
Cc1cnc(C(=O)OCC(=O)NC2CCCC(C)C2C)cn1 (stereo not drawn) was read as RGS4-Gao reg 103, Bim-Bcl-2 -3, RGS7-Gao 108, ABCB1 block -0.1, Bim-Bcl-XL -5, RGS8-Gao reg 101, ABCG2 block -1, Bfl-1 Bim block -10, Bcl-B Bim block -7, Mcl-1 Bim block 0 and Bim-Bcl-W 0.

An excerpt from above in order of number of heavy atoms, low to high.
`CC(C)CNC(=O)C(=O)Nc1ccc(N(C)C)cc1` gave RGS4-Gao reg 100, Bim-Bcl-2 1, RGS7-Gao 99, ABCB1 block 0.4, Bim-Bcl-XL -1, RGS8-Gao reg 102, ABCG2 block 6, Bfl-1 Bim block 0, Bcl-B Bim block -5, Mcl-1 Bim block -3 and Bim-Bcl-W 0.
`CC(C)(C)c1cc(NC(=O)c2ccco2)n(-c2ccccc2)n1` gave RGS4-Gao reg 99, Bim-Bcl-2 -2, RGS7-Gao 97, ABCB1 block -0.5, Bim-Bcl-XL -1, RGS8-Gao reg 100, ABCG2 block 15, Bfl-1 Bim block -6, Bcl-B Bim block -4, Mcl-1 Bim block 1 and Bim-Bcl-W -2.
`Cc1ccc(O)c(NC(=O)C2CC(c3c(F)cccc3Cl)=NO2)c1` (stereo not drawn) gave RGS4-Gao reg 98, Bim-Bcl-2 1, RGS7-Gao 98, ABCB1 block 0.0, Bim-Bcl-XL 0, RGS8-Gao reg 98, ABCG2 block 0, Bfl-1 Bim block 0, Bcl-B Bim block 4, Mcl-1 Bim block 0 and Bim-Bcl-W 3.
For Cc1onc(-c2ccccc2Cl)c1C(=O)OCC(=O)Nc1cccc(S(=O)(=O)N(C)C)c1 the results were RGS4-Gao reg 102, Bim-Bcl-2 -5, RGS7-Gao inconclusive, ABCB1 block 1.2, Bim-Bcl-XL -5, RGS8-Gao reg 101, ABCG2 block 5, Bfl-1 Bim block -8, Bcl-B Bim block -6, Mcl-1 Bim block 0 and Bim-Bcl-W -4.

Compound activity as filed in PubChem.
